Screening results deposited in PubChem by The Scripps Research Institute Molecular Screening Center.
Pf gamet viab = P. falciparum stage V gametocyte viability inhibition; 150,000 compounds, 0.065% hits; P. falciparum stage V gametocytes, ATP luminescence, 24 h; inhibition, % at 10.9 µM;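 active means inhibition above the mean plus 3 SD of compounds within the control limits, set per campaign, cut at about 38% in these data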;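 further: 0% = DMSO wells and 100% = medium only without gametocytes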
The depositor's hits bear a star. Not all compounds are listed (hit frequency here may not be typical).

For CCC(=O)N1CCN(c2ccc(Cl)cc2NC(=O)c2ccc(Br)o2)CC1 the results were Pf gamet viab 11.
For CCOc1cc(C(=S)N2CCOCC2)cc(Br)c1OS(=O)(=O)c1ccccc1 the results were Pf gamet viab -22.
O=S(=O)(NCc1ccccn1)C(F)(F)F was read as Pf gamet viab 7.
For Fc1ccc(CN2CCC(Cc3ccccc3)CC2)cc1F the results were Pf gamet viab -9.
For CC(NC(=O)c1ccccc1Br)C1CC2CCC1C2 (stereo not drawn) the results were Pf gamet viab -6.
Screening C/C(=N\Nc1nc(C(C)(C)C)cs1)c1ccccc1 returned Pf gamet viab 10.
For Cc1ccccc1C(=O)Nc1cccc(NC(=O)c2ccccc2[N+](=O)[O-])c1 the results were Pf gamet viab -8.
For C=CC[C@@H](Cc1ccc(F)cc1)C(=O)OC[C@@H]1CCCN1C(=O)[C@@H](CC=C)CC(=O)NCCO the results were Pf gamet viab -13.
NC(=O)COC(=O)C(Cc1ccccc1)NS(=O)(=O)c1ccccc1F (stereo not drawn) was read as Pf gamet viab -14.
For Clc1ccccc1-c1ccc2ncnc(NCc3ccc4c(c3)OCO4)c2c1 the results were Pf gamet viab 13.
Screening COc1cccc2c(C)cc(N3CCCCCC3)nc12 returned Pf gamet viab -24.
Screening CCOc1ccc(N(CC(=O)NCCSCc2ccc(C)cc2)S(C)(=O)=O)cc1 returned Pf gamet viab -13.
For O=C1N=c2ccccc2=C1c1c(O)[nH]c2c(C(F)(F)F)cccc12 the results were Pf gamet viab -13.
For CC(C)(C)OC(=O)[C@H](CCCCN)NC(=O)c1nc[nH]c1C(=O)N[C@@H](CCCCN)C(=O)OC(C)(C)C the results were Pf gamet viab 17.
`COc1ccccc1C(=O)NCCNc1nc2cc(C)cc(C)c2cc1C#N` gave Pf gamet viab -7.
`COC(=O)Nc1nn(-c2ccc(Cl)cc2)c(=O)c(C#N)c1C` gave Pf gamet viab 9.
Screening O=C(Cc1cccc2ccccc12)Nc1ccccc1Br returned Pf gamet viab -45.
For CCc1sc(NC(=O)CN2CCC(C(N)=O)CC2)nc1-c1ccccc1 the results were Pf gamet viab -23.
Screening Cc1ccc(OCCCn2ccnc2)c(Br)c1 returned Pf gamet viab 5.
Screening O=C1c2ccccc2C(O)(c2ccccc2)N1CCc1ccccc1 (stereo not drawn) returned Pf gamet viab 3.
For COc1ccc(NC(=O)CN(c2ccccc2F)S(=O)(=O)c2ccc(C)cc2)cc1 the results were Pf gamet viab 12.
Screening NS(=O)(=O)c1ccc(CNC(=O)CSc2nc3ccc(Cl)cc3[nH]2)cc1 returned Pf gamet viab -10.
For CC(C)(C)OC(=O)C[C@H]1C/C=C\C[C@H](CC(=O)NCCO)C(=O)NCCOC1=O the results were Pf gamet viab 20.
For O=[N+]([O-])c1ccc(C2=CSC3=NCCN23)cc1 the results were Pf gamet viab -19.
COC(=O)c1ccc(N=C2SCC(=O)N2C)cc1 was read as Pf gamet viab -6.
For O=C1C2C3C=CC(CC3)C2C(=O)N1c1ccc(Cl)cc1Cl (stereo not drawn) the results were Pf gamet viab -1.
For Cn1c(=O)n(C)c2cc(NC(=O)c3ccccc3NS(C)(=O)=O)ccc21 the results were Pf gamet viab -17.
For CC1CCCCN1C(=S)NC(=O)c1cccs1 (stereo not drawn) the results were Pf gamet viab 3.
CC(C)OC(=O)Cn1nc(C(c2ccccc2)c2ccccc2)oc1=O was read as Pf gamet viab 19.
`CN=C1SC(CC(=O)Nc2ccc(C(C)=O)cc2)C(=O)N1C` (stereo not drawn) gave Pf gamet viab -34.
Screening O=C1CN(C(=O)c2ccco2)C(c2ccc(F)cc2)c2cc(Cl)ccc2N1 (stereo not drawn) returned Pf gamet viab 9.
`O=C(Nc1ccccc1)C1C2CCCCC21` (stereo not drawn) gave Pf gamet viab 9.
C=CC[C@@H](CC(=O)N(CCO)Cc1ccccc1)C(=O)N[C@@H](COC(=O)[C@H](CC=C)CC(=O)OC(C)(C)C)Cc1c[nH]c2ccccc12 was read as Pf gamet viab -21.
For COc1ccc(C(=O)Nc2cccc3nc(C)ccc23)cc1OC the results were Pf gamet viab 6.
Screening COC(=O)c1cc(NC(=O)c2cccnc2)cc(C(=O)OC)c1 returned Pf gamet viab 8.
Screening O=C(/C=C/c1c(Cl)cccc1Cl)NCCCn1ccnc1 returned Pf gamet viab 11.
CCC/C(=N\NC(=O)C1CC1)c1ccccc1 was read as Pf gamet viab 6.
For CCCN1CCC(=O)N([C@H](CSc2ccccc2)Cc2ccccc2)CC1 the results were Pf gamet viab 9.
Screening Cn1nnnc1Sc1ncnc2scc(-c3cccc(S(C)(=O)=O)c3)c12 returned Pf gamet viab 9.
O=C(O)C1=C[C@H](c2ccc3c(c2)OCO3)C[C@H](OCCCCO)O1 was read as Pf gamet viab 3.
For COc1ccc(COC(=O)C2=C(C)NC(=O)NC2c2cc(OC)ccc2OC)cc1 (stereo not drawn) the results were Pf gamet viab 6.
`COc1cc2cnc(-c3cccnc3)cc2cc1OC` gave Pf gamet viab 12.
O=C(NCCN1CCCCC1)c1ccc(F)cc1Cl was read as Pf gamet viab 4.
Screening COc1ccc(NC(=O)CN(c2ccc(OC)cc2)S(=O)(=O)c2ccc(OC)c(OC)c2)cc1 returned Pf gamet viab 8.
For CCOC(=O)CSc1nnc(-c2ccc(S(=O)(=O)NCc3cccs3)cc2)o1 the results were Pf gamet viab 15.
For CCOc1cc(Cl)c(S(=O)(=O)NCc2cccnc2)cc1Cl the results were Pf gamet viab 1.
`COc1ccc2[nH]cc(CCNC(=O)C3CCCCC3)c2c1` gave Pf gamet viab -13.
Screening CCN1C[C@@H]2[C@@H]3C(=O)N(C)C(=O)[C@@H]3[C@](C)(C1=O)N2C(=O)c1ccc(C)cc1 returned Pf gamet viab -1.
CC(C)CCNC(=O)C1CC2Cn3c(nc4cc(Cl)c(Cl)cc43)C2N1C (stereo not drawn) was read as Pf gamet viab 6.
For C=C1CCC(N(O)c2cc(C)on2)C(=C)CCC2C1CC2(C)C (stereo not drawn) the results were Pf gamet viab 4.
COc1ccc(-c2cn(Cc3ccc4ccccc4c3)nn2)cc1 was read as Pf gamet viab -19.
Screening CCC(CO)Oc1cc(NCc2cccc(F)c2)c2ncn(C(C)C)c2c1 (stereo not drawn) returned Pf gamet viab 16.
COc1ccc(/C=C/C(=O)NCc2ccc(F)cc2)cc1S(=O)(=O)N1CCOCC1 was read as Pf gamet viab -12.
Screening COc1ccc(C(=O)NC2CCN(S(=O)(=O)c3ccc(C)cc3)CC2)cc1 returned Pf gamet viab -7.
For C=CC[C@@H](CC(=O)N[C@@H](CO)Cc1ccccc1)C(=O)N[C@H](COC(=O)[C@H](CC=C)CC(=O)OC(C)(C)C)Cc1ccccc1 the results were Pf gamet viab 5.
Screening CCOC(=O)Cn1cnc2scc(-c3ccc(C)c(C)c3)c2c1=O returned Pf gamet viab 0.
O=C(CCC(F)(F)F)N1CCC(CO)(CCc2ccccc2)CC1 was read as Pf gamet viab -3.
For CCC1CCCCN1Cc1c(O)ccc2c(=O)c(-c3ccccc3OC)coc12 (stereo not drawn) the results were Pf gamet viab 5.
`Cc1ccc(C(=O)N2[C@@H]3CN(C)C(=O)[C@@]2(C)[C@H]2C(=O)N(Cc4ccccc4)C(=O)[C@@H]32)cc1` gave Pf gamet viab 19.
Screening COC(=O)[C@H](Cc1ccccc1)NC(=O)[C@@H](N)CC(=O)OCc1ccccc1 returned Pf gamet viab -32.
For CN1CCCC1CCNc1ccc2c(=O)c3ccccc3oc2c1 (stereo not drawn) the results were Pf gamet viab 28.
`CCOc1ccc(/C=N/n2nnnc2N)cc1OCC` gave Pf gamet viab 9.
For O=[N+]([O-])c1cc(-c2csc(NCCc3nc4cc(C(F)(F)F)ccc4n3CCCO)n2)ccc1Cl the results were Pf gamet viab 4.
For C#CCOCCOCCOCCNc1nc(N2CCN(C(=O)[C@H](CCCCN)n3cc(CN)nn3)CC2)nc(N2CCN(C(=O)[C@H](CCCN=C(N)N)n3cc(C(N)[C@H](C)CC)nn3)CC2)n1 (stereo partly drawn) the results were Pf gamet viab -3.
Screening CCC(C)Sc1cccc(-c2nc3cc(C)ccn3c2NCc2ccccc2)c1 (stereo not drawn) returned Pf gamet viab 19.
Screening COc1ccc(Cc2nnc(NC(=O)Nc3ccc(F)cc3)s2)cc1 returned Pf gamet viab -3.
For COc1ccccc1NC(=O)/C(C#N)=C/c1cccn1C the results were Pf gamet viab 13.
`COc1ccc(NC(=O)N(C)C[C@H]2Oc3ccc(NS(=O)(=O)c4ccc(F)cc4)cc3C(=O)N([C@H](C)CO)C[C@@H]2C)cc1` gave Pf gamet viab -9.
For CC(=O)c1cc2c(cc1NC(=O)c1ccc(-n3nc(C)cc3C)cc1)OCO2 the results were Pf gamet viab 20.
Screening CCN(CCO)C(=O)c1ccc2nc(Cc3cccc(Cl)c3)oc2c1 returned Pf gamet viab -9.
For CCOC(=O)C1=C(C)N(C)C(=O)NC1c1cccc([N+](=O)[O-])c1 (stereo not drawn) the results were Pf gamet viab 3.
For COCC(C)NC(=O)c1ccc2nc(-c3ccccc3)c(-c3ccccc3)nc2c1 (stereo not drawn) the results were Pf gamet viab -12.

Molecules from the list above with a thiophene ring, fused or not (4):
For CC1CCCCN1C(=S)NC(=O)c1cccs1 (stereo not drawn) the results were Pf gamet viab 3.
Screening Cn1nnnc1Sc1ncnc2scc(-c3cccc(S(C)(=O)=O)c3)c12 returned Pf gamet viab 9.
For CCOC(=O)CSc1nnc(-c2ccc(S(=O)(=O)NCc3cccs3)cc2)o1 the results were Pf gamet viab 15.
Screening CCOC(=O)Cn1cnc2scc(-c3ccc(C)c(C)c3)c2c1=O returned Pf gamet viab 0.

The listing continues.
`O=C(Nc1sc2c(c1C(=O)O)CCCC2)c1ccc(F)cc1` gave Pf gamet viab -17.
Screening COc1nc(-c2ccccc2)nc(-c2ccccc2)c1C returned Pf gamet viab -8.
Screening NS(=O)(=O)c1ccc(CNC(=O)Cc2cccs2)cc1 returned Pf gamet viab 2.
For O=C1C=C(c2ccc3c(c2)oc2ccccc23)C[C@@H](c2ccc3c(c2)OCO3)C1 the results were Pf gamet viab 12.
COc1ccc(CCNC(=S)N2CCC(C(N)=O)CC2)cc1 was read as Pf gamet viab 3.
O=C(N/N=C/c1ccccc1)c1cccc2ccccc12 was read as Pf gamet viab 4.
Screening COc1ccc(-c2c(C)nn3c(Cl)c(C)c(C)nc23)cc1 returned Pf gamet viab -4.
`Cc1cc(NC(=O)Cc2ccc(Br)cc2)no1` gave Pf gamet viab 10.
`COc1cccc(NC(=O)c2cc3ccccc3o/c2=N\O)c1` gave Pf gamet viab 7.
For Cc1ccccc1S(=O)(=O)N1[C@@H](c2ccc(F)cc2)C(C(=O)O)=CC[C@H]1c1ccc(Cl)cc1 the results were Pf gamet viab -16.
For CCOc1cc(C(=O)N2CCN(c3ccccn3)CC2)cc(OCC)c1OCC the results were Pf gamet viab -2.
Cc1cc(NC(=O)Nc2ccccc2Cl)no1 was read as Pf gamet viab 16.

A section of the results above, as a working copy:
For CCOc1cc(C(=O)N2CCN(c3ccccn3)CC2)cc(OCC)c1OCC the results were Pf gamet viab -2.
Cc1cc(NC(=O)Nc2ccccc2Cl)no1 was read as Pf gamet viab 16.

Further compounds
CC(C)(C)c1ccc(OCCCN2CCCC2)cc1 was read as Pf gamet viab 14.
For CC(C)(C)C1CCC(=O)N(CCC#N)CC1 (stereo not drawn) the results were Pf gamet viab -2.
For C[C@H]1[C@H](C)CC[C@]2(C)CC[C@]3(C)C(=CC(=O)C4[C@@]5(C)CC[C@H](O)C(C)(C)C5CC[C@]43C)[C@H]12 (stereo partly drawn) the results were Pf gamet viab -22.
CCOc1ccc(C2(C)CC(=O)N(C)C2=O)cc1 (stereo not drawn) was read as Pf gamet viab 13.
Cc1cc(C)c(C)c(OCCNCc2ccccc2)c1 was read as Pf gamet viab 20.
`CN(C)C(=O)CSc1nnc2sc3ccccc3n12` gave Pf gamet viab -23.
`COc1ccc(C2=NN(C(=O)CCC(=O)O)C(c3ccc(OC)cc3)C2)cc1` (stereo not drawn) gave Pf gamet viab -3.
For COc1ccc(O)c(/C=N/N=C/c2cccc([N+](=O)[O-])c2)c1 the results were Pf gamet viab -13.
Screening CCOc1ccc(C(c2nnnn2Cc2ccccc2)N2CCN(C(=O)c3ccco3)CC2)cc1 (stereo not drawn) returned Pf gamet viab 2.
For O=C(Nc1nccs1)c1cccnc1 the results were Pf gamet viab 1.
Screening CC1(C)c2[nH]c3ccccc3c2C[C@H]2C(=O)N(Cc3cccc(F)c3)C(=O)N21 returned Pf gamet viab 11.
Screening O=C1[C@H]2[C@@H](c3ccc(F)cc3)N3C(=O)N(c4cccc(Br)c4)C(=O)[C@@]3(Cc3ccccc3)[C@H]2C(=O)N1C1CCCCC1 returned Pf gamet viab 13.
Screening C=CCn1c(SCC(C)=O)nc2scc(-c3ccc(C)o3)c2c1=O returned Pf gamet viab 0.
For Cc1ccc2[nH]c(C(=O)N3CCOCC3)cc2c1 the results were Pf gamet viab 9.

Ordered by heavy-atom count (high to low): part of the list above.
Screening O=C1[C@H]2[C@@H](c3ccc(F)cc3)N3C(=O)N(c4cccc(Br)c4)C(=O)[C@@]3(Cc3ccccc3)[C@H]2C(=O)N1C1CCCCC1 returned Pf gamet viab 13.
For C[C@H]1[C@H](C)CC[C@]2(C)CC[C@]3(C)C(=CC(=O)C4[C@@]5(C)CC[C@H](O)C(C)(C)C5CC[C@]43C)[C@H]12 (stereo partly drawn) the results were Pf gamet viab -22.
Screening CC1(C)c2[nH]c3ccccc3c2C[C@H]2C(=O)N(Cc3cccc(F)c3)C(=O)N21 returned Pf gamet viab 11.
Cc1cc(C)c(C)c(OCCNCc2ccccc2)c1 was read as Pf gamet viab 20.
`CN(C)C(=O)CSc1nnc2sc3ccccc3n12` gave Pf gamet viab -23.
CCOc1ccc(C2(C)CC(=O)N(C)C2=O)cc1 (stereo not drawn) was read as Pf gamet viab 13.
